# CXCR6 inh = CXCR6 (human) receptor inhibition | O00574 | CHO-K1 PathHunter CXCR6 beta-arrestin, luminescence | inhibition, % at 20 µM | actives 0.36% (n = 360,000) | AID 602244; in the data active = inhibition above about 34%, passing the limit was not always enough;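 also: antagonist mode with CXCL16 agonist at 10 nM final; 0% = 10 nM CXCL16 with DMSO and 100% = unstimulated wells without agonist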
# Target sequence (O00574 whole entry, looked up): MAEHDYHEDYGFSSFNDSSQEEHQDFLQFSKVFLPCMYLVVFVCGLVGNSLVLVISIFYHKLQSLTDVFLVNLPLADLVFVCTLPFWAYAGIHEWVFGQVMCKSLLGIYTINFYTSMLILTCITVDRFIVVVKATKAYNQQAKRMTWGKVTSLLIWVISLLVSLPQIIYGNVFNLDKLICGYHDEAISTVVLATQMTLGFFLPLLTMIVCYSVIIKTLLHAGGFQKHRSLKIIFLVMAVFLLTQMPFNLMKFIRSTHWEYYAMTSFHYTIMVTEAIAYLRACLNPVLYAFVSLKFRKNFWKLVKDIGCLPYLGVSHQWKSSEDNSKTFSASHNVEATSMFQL
# The depositor's hits bear a star. The list is partial, so the mix of outcomes need not match the whole.
SMILES,CXCR6 inh
CCCCCN1C(=O)c2ccccc2[C@@]2(C(=O)OCC)Cc3cc(Cl)ccc3[C@@H]12,13
CC(=NNC(=S)N1CC2CCC(CC2)C1)c1nccs1,24
CS(=O)(=O)c1ccc(C2=C(CNC(=O)c3cccnc3)[C@H]3CC[C@@H](C2)N3Cc2ccccc2)cc1,6
c1cc2c(cc1-c1ccc3c(c1)OCO3)CNCc1cnnn1-2,-7
CCc1cc2c(cc1-c1csc(C/C(N)=N/O)n1)C(C)(C)CCC2(C)C,6
CC1OC(OC2CC(O)C3(CO)C4C(O)CC5(C)C(C6=CC(=O)OC6)CCC5(O)C4CCC3(O)C2)C(O)C(O)C1O (stereo unspecified),-6
CC12Cc3cnoc3C=C1CCC1C2CCC2(C)C1CCC2(C)O (stereo unspecified),-10
Cn1cccc1/C=C1\C(=O)NC(=O)N(Cc2ccccc2Cl)C1=O,10
CNC(=O)Oc1cccc2c1OC(C)(C)O2,0
O=C(NC(=S)N1CC1)c1ccccc1,0
Cc1ccc(S(=O)(=O)N2Cc3cc(-c4cccc(F)c4)ccc3-n3nncc3C2)cc1,-4
O=C1NCN(c2ccccc2)C12CCN(C(CCc1ccccc1)c1nnnn1C1CCCC1)CC2 (stereo unspecified),3
CCC1(O)CCC2C3CCC4=CC(=O)CCC4C3CCC21CC (stereo unspecified),-9
O=[N+]([O-])c1[nH]cnc1Br,5
O=[N+]([O-])c1ccc2c(c1)Cc1cc(O)ccc1-2,9

# Rewritten field by field: part of the list above.
Cn1cccc1/C=C1\C(=O)NC(=O)N(Cc2ccccc2Cl)C1=O
- CXCR6 inh: 10
CNC(=O)Oc1cccc2c1OC(C)(C)O2
- CXCR6 inh: 0
O=C(NC(=S)N1CC1)c1ccccc1
- CXCR6 inh: 0
Cc1ccc(S(=O)(=O)N2Cc3cc(-c4cccc(F)c4)ccc3-n3nncc3C2)cc1
- CXCR6 inh: -4

# Additional compounds:
SMILES,CXCR6 inh
COc1ccc(-n2nnnc2C(C2CC2)N2CCC(n3c(=O)[nH]c4ccccc43)CC2)cc1 (stereo unspecified),-16
CCOC(=O)[C@]12Cc3c(cc(OC)c(OC)c3OC)[C@H]1N(Cc1ccccc1)C(=O)c1ccccc12,4
CC(=O)OC1CCC2(C)C(CC(=O)C3C2CCC2(C)C(OC(C)=O)CCC32)C1 (stereo unspecified),-2
O=c1c2ccccc2[nH]c(=S)n1-c1cccc(Cl)c1,5
Cn1c(=O)oc(=O)c2ccccc21,-3

# Gathered by group, the compounds so far containing a Cl atom
SMILES,CXCR6 inh
CCCCCN1C(=O)c2ccccc2[C@@]2(C(=O)OCC)Cc3cc(Cl)ccc3[C@@H]12,13
Cn1cccc1/C=C1\C(=O)NC(=O)N(Cc2ccccc2Cl)C1=O,10
O=c1c2ccccc2[nH]c(=S)n1-c1cccc(Cl)c1,5
